M1 PAM = positive allosteric modulators of human M1 muscarinic receptor. P11229. CHO-K1 hM1, Fluo-8 calcium fluorescence, ACh EC20; 0% = ACh EC20, 100% = maximal ACh. activation, % at 3 µM. 360,000 compounds, 0.088% hits; in the data active = activation above about 19%, passing the limit was not always enough
V1R ag counter = V1a receptor agonism, counter-screen for OXTR agonists; P37288; CHO-V1R cells, Fluo-8 calcium fluorescence, agonist mode; 0% DMSO, 100% 3 nM vasopressin; activation, % at 3 µM; 320,000 compounds, 0.25% hits; AID 2797;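 active = activation above the mean activation of all tested compounds plus 3 SD, per screening run, cut at about 20% in these data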;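 also: signal is peak over basal fluorescence ratio across a 100 second FLIPR read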
TAAR1 agonist = human TAAR1 agonism. Q96RJ0. CHO RD-HGA16 TAAR1, Fluo-8 calcium fluorescence; vehicle wells 0%, saturating PEA agonist 100%. activation, % at 3 µM. 360,000 compounds, 0.99% hits. AID 624467;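 active = activation above the mean activation of all test compounds in the run plus 3 SD, cut at about 38% in these data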
Target sequence (Q96RJ0 whole entry, looked up): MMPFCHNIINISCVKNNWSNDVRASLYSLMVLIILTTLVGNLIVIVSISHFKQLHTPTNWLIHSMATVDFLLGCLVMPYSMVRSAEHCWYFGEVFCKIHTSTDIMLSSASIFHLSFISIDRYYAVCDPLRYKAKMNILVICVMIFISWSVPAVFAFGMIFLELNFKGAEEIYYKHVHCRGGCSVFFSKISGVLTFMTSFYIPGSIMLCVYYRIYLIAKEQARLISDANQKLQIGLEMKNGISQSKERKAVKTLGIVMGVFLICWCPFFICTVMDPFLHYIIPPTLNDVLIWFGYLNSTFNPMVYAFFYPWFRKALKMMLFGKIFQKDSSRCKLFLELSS
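Test system: RD-HGA16 (CHO) cells co-expressing Gα16 and hTAAR1 | Doses: Single dose, 3 µM | Schedule: 17-24 h seeding, 75 min 37 °C dye, 30 min RT | Evaluation: % activation from peak over basal fluorescence ratio, DMSO-to-PEA scaled | Technique: Kinetic Fluo-8 calcium fluorescence | Benchmarks: Low control DMSO, high control PEA (EC100)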
OXTR potentiator = potentiates the human oxytocin receptor response; P30559; CHO-OTR cells, Fluo-8 calcium fluorescence, potentiator mode; 0% = oxytocin EC15, 100% = EC100; activation, % at 3 µM; 320,000 compounds, 0.061% hits;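 active = activation above that plate's cutoff, the mean activation of tested compounds plus 3 SD, cut at about 6.6% in these data, passing the limit was not always enough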;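 also: 100% uses oxytocin at 75 nM as the full agonist control; some results filed as inactive read as strong as hits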
Target sequence (P30559 whole entry, looked up): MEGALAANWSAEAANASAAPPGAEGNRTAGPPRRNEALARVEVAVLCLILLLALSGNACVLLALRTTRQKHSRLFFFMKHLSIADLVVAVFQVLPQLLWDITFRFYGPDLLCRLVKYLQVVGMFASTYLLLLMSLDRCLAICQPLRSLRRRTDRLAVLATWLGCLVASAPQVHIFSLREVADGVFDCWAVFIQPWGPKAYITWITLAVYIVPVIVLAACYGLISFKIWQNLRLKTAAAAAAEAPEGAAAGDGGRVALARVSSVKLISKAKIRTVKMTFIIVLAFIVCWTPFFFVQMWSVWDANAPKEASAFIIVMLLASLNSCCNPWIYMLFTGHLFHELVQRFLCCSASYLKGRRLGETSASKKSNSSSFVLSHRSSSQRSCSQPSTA
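Assay system: CHO cell line stably expressing human OTR. Reagent: EC15 oxytocin agonist. Dosing: single dose, 3.0 µM nominal final compound concentration. Timing: compound 6 min at room temperature before oxytocin, 100 s read. Signal: kinetic Fluo-8 calcium fluorescence. Controls: oxytocin EC15 low and EC100 high.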
OXTR ag = agonists of human oxytocin receptor; P30559; CHO-OTR cells, Fluo-8 calcium fluorescence; normalized: DMSO 0%, oxytocin 100%; activation, % at 3 µM; 320,000 compounds, 0.32% hits; AID 2435;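 active = activation above the mean of all tested compounds plus 3 SD, cutoff set per screening run, cut at about 20% in these data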;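 also: peak over basal fluorescence ratio from a 100 s FLIPR kinetic read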
CHO parental Ca = counter-screen: ATP calcium response change in parental CHO cells | 330,000 compounds, 0.63% hits | AID 463079 | inhibition, % at 5.6 µM | parental CHO-K1, ATP-induced calcium, Fluo-8 fluorescence;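 active = inhibition above that plate's mean sample inhibition plus 3 SD, cut at about 26% in these data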;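 also: 0% = ATP-challenged DMSO wells and 100% = DMSO wells without ATP; some compounds past the cut are filed as inactive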
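Test system: parental CHO cells; detection: calcium-sensitive Fluo-8 fluorescence; evaluation: percent inhibition of calcium signal; also added: ATP as calcium-mobilizing challenge; repeats: one well per compound; control set: ATP-challenged DMSO wells low, unchallenged DMSO wells high; compound: single nominal dose of 5.6 µM per compound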
TAAR1 antagonist = human TAAR1 antagonism | Q96RJ0 | CHO RD-HGA16 TAAR1, Fluo-8 calcium fluorescence, antagonist | 360,000 compounds, 1.5% hits | inhibition, % at 3 µM;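 active = inhibition above a per-plate cutoff, the mean inhibition of test compounds on that plate plus 3 SD, cut at about 49% in these data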;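 also: 0% = DMSO plus EC80 beta-PEA response and 100% = DMSO alone without agonist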
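Test system: CHO RD-HGA16 cells bearing hTAAR1 | Reagent: β-PEA, EC80 | Compound dosing: 3 µM, single point | Schedule: Dye loading 75 min at 37 °C, then 30 min room temperature | Signal: Calcium fluorescence with Fluo-8 | Evaluation: Percent inhibition of PEA-evoked calcium signal, max/basal emission ratio | Control set: DMSO-only wells and EC80 β-PEA-stimulated wells | Repeats: Singlicate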
CHRM1 antagonist = human CHRM1 antagonism | CHO-K1 hM1, Fluo-8 calcium fluorescence, ACh EC80 antagonist | inhibition, % at 3 µM | 360,000 compounds, 1.3% hits | AID 588852;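 active = percent inhibition above its own plate's cutoff, namely the mean of that plate's compound wells plus 3 SD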;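 also: peak over basal fluorescence ratio during 140 s after agonist addition; 0% = ACh EC80 plus DMSO and 100% = DMSO alone without agonist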
CHRM1 agonist = activates human CHRM1 receptor; P11229; CHO-K1 hM1, Fluo-8 calcium fluorescence, agonist mode; 0% DMSO, 100% acetylcholine EC100; activation, % at 3 µM; 360,000 compounds, 0.33% hits;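 active = activation above the run's mean compound activation plus 3 SD, cut at about 16% in these data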;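 also: peak over basal fluorescence ratio within a 140 s kinetic read after compound addition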
An asterisk follows results filed as active.

Cc1ccc(C(=O)Nc2nn(C)c3cccc(F)c23)cc1 was read as M1 PAM 8, V1R ag counter 0.7, TAAR1 agonist 4, OXTR potentiator 0, OXTR ag -1.4, CHO parental Ca -2, TAAR1 antagonist -3, CHRM1 antagonist 0 and CHRM1 agonist 3.
For CC(=O)Nc1ccc(N(C(=O)c2ccco2)C(C(=O)NC2CCCC2)c2ccncc2)cc1 (stereo not drawn) the results were M1 PAM 2, V1R ag counter 0.1, TAAR1 agonist 2, OXTR potentiator -6, OXTR ag 0.6, CHO parental Ca 4, TAAR1 antagonist -14, CHRM1 antagonist -3 and CHRM1 agonist -5.
For N#Cc1ncc(-c2ccc3c(c2)OCCOCCOCCOCCOCCO3)nc1C#N the results were M1 PAM 6, V1R ag counter -0.1, TAAR1 agonist 4, OXTR potentiator -5, OXTR ag -2.6, CHO parental Ca -11, TAAR1 antagonist -10, CHRM1 antagonist -7 and CHRM1 agonist -5.
Screening Cc1ccc(S(=O)(=O)NCC2NCCc3ccccc32)cc1 (stereo not drawn) returned M1 PAM 0, V1R ag counter 0.6, TAAR1 agonist 5, OXTR potentiator -3, OXTR ag -0.3, CHO parental Ca -17, TAAR1 antagonist 4, CHRM1 antagonist -11 and CHRM1 agonist -10.
Screening CCCC(C(=O)NCCC(C)C)N(Cc1ccccc1Cl)C(=O)c1snc(C(N)=O)c1N (stereo not drawn) returned M1 PAM -7, V1R ag counter -1.3, TAAR1 agonist 1, OXTR potentiator -7, OXTR ag -2.5, CHO parental Ca -9, TAAR1 antagonist -18, CHRM1 antagonist 4 and CHRM1 agonist -3.
`NC(N)=N/N=C/c1ccc(OS(=O)(=O)c2ccccc2)cc1` gave M1 PAM -16, V1R ag counter 0.9, TAAR1 agonist 14, OXTR potentiator -1, OXTR ag 1.6, CHO parental Ca 1, TAAR1 antagonist -16, CHRM1 antagonist 9 and CHRM1 agonist -12.
Screening CC1CN(C(=O)CCn2c(=O)oc3ccccc32)CC(C)O1 (stereo not drawn) returned M1 PAM 15, V1R ag counter -0.6, TAAR1 agonist 2, OXTR potentiator -5, OXTR ag -0.1, CHO parental Ca 0, TAAR1 antagonist -24, CHRM1 antagonist -15 and CHRM1 agonist -1.
Screening CC(NC(=O)COc1ccccc1F)C1CC2CCC1C2 (stereo not drawn) returned M1 PAM 13, V1R ag counter -1.8, TAAR1 agonist -1, OXTR potentiator -10, OXTR ag -2.7, CHO parental Ca -14, TAAR1 antagonist -20, CHRM1 antagonist -14 and CHRM1 agonist -10.
Cc1ccccc1N(C)C(=O)C1CCCN(c2ncnc3c2nc2n3CCCCC2)C1 (stereo not drawn) was read as M1 PAM 4, V1R ag counter -0.2, TAAR1 agonist 3, OXTR potentiator -10, OXTR ag -0.5, CHO parental Ca -3, TAAR1 antagonist -15, CHRM1 antagonist -12 and CHRM1 agonist -3.
`C#CCNC(=O)C1=C[C@H](c2ccc(C(F)(F)F)cc2)[C@@H](CCCO)[C@H](OCC)O1` gave M1 PAM -1, V1R ag counter 1.8, TAAR1 agonist 2, OXTR potentiator 9, OXTR ag 2.0, CHO parental Ca -7, TAAR1 antagonist -2, CHRM1 antagonist -4 and CHRM1 agonist -8.
Screening CC(C)CCN1CCC[C@]2(N[C@H](c3ccccc3)[C@@H]3C(=O)N(Cc4ccccc4)C(=O)[C@@H]32)C1=O returned M1 PAM 0, TAAR1 agonist -1, TAAR1 antagonist -6, CHRM1 antagonist -3 and CHRM1 agonist -5.
CCOc1ccc(CCNC(=O)C2CCCN(S(=O)(=O)N3CC(C)CC(C)C3)C2)cc1OCC (stereo not drawn) was read as M1 PAM 0, V1R ag counter -1.0, TAAR1 agonist -1, OXTR potentiator -4, OXTR ag -1.0, CHO parental Ca -6, TAAR1 antagonist -22, CHRM1 antagonist 2 and CHRM1 agonist -3.
Screening COc1ccc(NC(=O)c2ccc(C)cc2)c(OC)c1 returned M1 PAM 6, V1R ag counter 2.1, TAAR1 agonist -1, OXTR potentiator -5, OXTR ag -1.8, CHO parental Ca -11, TAAR1 antagonist -9, CHRM1 antagonist -9 and CHRM1 agonist -1.
`c1ccc(CNc2nc(-c3cccs3)nc3ccccc23)cc1` gave M1 PAM 0, TAAR1 agonist 2, TAAR1 antagonist 11, CHRM1 antagonist 2 and CHRM1 agonist -8.
Screening Cc1ccc(OCCOc2cccc3ccc(C)nc23)c([N+](=O)[O-])c1 returned M1 PAM 5, V1R ag counter 1.0, TAAR1 agonist 9, OXTR potentiator -5, OXTR ag -0.3, CHO parental Ca -11, TAAR1 antagonist -17, CHRM1 antagonist 1 and CHRM1 agonist -3.
`Cn1c(=O)c2c(nc(NCc3ccc4c(c3)OCO4)n2C)n(C)c1=O` gave M1 PAM 7, V1R ag counter 0.5, TAAR1 agonist 7, OXTR potentiator -1, OXTR ag -0.8, CHO parental Ca -5, TAAR1 antagonist -11, CHRM1 antagonist -9 and CHRM1 agonist -3.
Cc1ccn2c(=O)c(C(=O)NCCN3CCOCC3)c(O)nc2c1 was read as M1 PAM 8, V1R ag counter -0.1, TAAR1 agonist 1, OXTR potentiator -1, OXTR ag 0.4, CHO parental Ca -12, TAAR1 antagonist 3, CHRM1 antagonist -14 and CHRM1 agonist -2.
COc1ccc(C2C(C#N)=C(N)Oc3n[nH]c(C)c32)cc1CSc1ccccn1 (stereo not drawn) was read as M1 PAM 5, V1R ag counter -0.7, TAAR1 agonist 5, OXTR potentiator -7, OXTR ag -0.1, CHO parental Ca -14, TAAR1 antagonist 1, CHRM1 antagonist -27 and CHRM1 agonist -2.
For CCCn1c(SCC(=O)NC2CCCCC2C)n[nH]c1=O (stereo not drawn) the results were M1 PAM 5, V1R ag counter 1.3, TAAR1 agonist 8, OXTR potentiator -6, OXTR ag 1.0, CHO parental Ca 1, TAAR1 antagonist 6, CHRM1 antagonist -18 and CHRM1 agonist -2.
`CCN1CCc2c(OCC(=O)Nc3cccc(C)c3C)cccc2C1=O` gave V1R ag counter 1.3, TAAR1 agonist 4, OXTR potentiator -5, OXTR ag 0.9, CHO parental Ca -9 and TAAR1 antagonist -24.
For CCC(=O)Nc1cc2c3c(c1)CCN3C(=O)CC2 the results were M1 PAM 4, V1R ag counter -1.0, TAAR1 agonist 12, OXTR potentiator -3, OXTR ag 0.0, CHO parental Ca 1, TAAR1 antagonist -13, CHRM1 antagonist 1 and CHRM1 agonist -1.
Screening CCCNC(=O)c1onc(CSc2ccc(Cl)cc2)c1C(=O)NCCOC returned M1 PAM 5, V1R ag counter -0.7, TAAR1 agonist 3, OXTR potentiator -2, OXTR ag -1.6, CHO parental Ca -21, TAAR1 antagonist 14, CHRM1 antagonist -2 and CHRM1 agonist -7.
`Cc1cccc(N2CCN(S(C)(=O)=O)CC2)c1C` gave M1 PAM 6, V1R ag counter -0.8, TAAR1 agonist 2, OXTR potentiator -8, OXTR ag -1.6, CHO parental Ca -5, TAAR1 antagonist -9, CHRM1 antagonist -12 and CHRM1 agonist -4.
`CCC1CCCCN1S(=O)(=O)c1ccc(C(=O)Nc2nnc(C3CC3)o2)cc1` (stereo not drawn) gave M1 PAM 10, V1R ag counter -0.7, TAAR1 agonist 3, OXTR potentiator -7, OXTR ag -1.1, CHO parental Ca -17, TAAR1 antagonist -22, CHRM1 antagonist -12 and CHRM1 agonist 0.
For Cc1cc(C)cc(CC(=O)N2CCC2(C)C(=O)NS(=O)(=O)c2ccc(Br)cc2)c1 (stereo not drawn) the results were M1 PAM 0, TAAR1 agonist 1, TAAR1 antagonist -10, CHRM1 antagonist 1 and CHRM1 agonist -3.
`Cc1ccc2oc(-c3cccc(NC(=S)NC(=O)/C=C/c4ccco4)c3)nc2c1` gave M1 PAM -8, V1R ag counter 1.2, TAAR1 agonist 2, OXTR potentiator -3, OXTR ag -0.4, CHO parental Ca -44, TAAR1 antagonist 14, CHRM1 antagonist 7 and CHRM1 agonist -4.
For Cc1ccc(-c2cc(C(=O)N/N=C/c3c(C)nn(C)c3C)c3ccccc3n2)cc1C the results were M1 PAM 0, V1R ag counter 1.5, TAAR1 agonist 22, OXTR potentiator -5, OXTR ag -2.2, CHO parental Ca -33, TAAR1 antagonist 46, CHRM1 antagonist -22 and CHRM1 agonist -3.
For O=C(CSc1nc2ccccc2c(=O)[nH]1)Nc1ccc([N+](=O)[O-])cc1 the results were M1 PAM 5, V1R ag counter 5.1, TAAR1 agonist 1, OXTR potentiator 2, OXTR ag 4.5, CHO parental Ca -12, TAAR1 antagonist -11, CHRM1 antagonist -11 and CHRM1 agonist -5.
`O=C(COc1cccc(Br)c1)NN=C1c2ccccc2-c2ccccc21` gave M1 PAM 0, V1R ag counter -0.8, TAAR1 agonist -2, OXTR potentiator -6, OXTR ag -1.3, CHO parental Ca -18, TAAR1 antagonist -24, CHRM1 antagonist 4 and CHRM1 agonist -5.
For COc1ccc(N2CCN(C(=O)CCc3ccc(S(=O)(=O)NC(C)(C)C)cc3)CC2)cc1 the results were M1 PAM 2, V1R ag counter 2.9, TAAR1 agonist -3, OXTR potentiator -2, OXTR ag 2.9, CHO parental Ca -14, TAAR1 antagonist -3, CHRM1 antagonist -1 and CHRM1 agonist -1.
`COc1cc(C(=O)Nc2cnc(NC(=O)C(C)C)cc2C)cc(OC)c1OC` gave M1 PAM 0, V1R ag counter -0.4, TAAR1 agonist 14, OXTR potentiator -13, OXTR ag -0.8, CHO parental Ca -9, TAAR1 antagonist -1, CHRM1 antagonist 6 and CHRM1 agonist -2.
O=C(Nc1ccccc1)Nc1ccc(NC(=O)c2ccccc2O)cc1 was read as M1 PAM -7, V1R ag counter 1.9, TAAR1 agonist 70*, OXTR potentiator -5, OXTR ag 0.6, CHO parental Ca 15, TAAR1 antagonist 81*, CHRM1 antagonist 8 and CHRM1 agonist 0.
CC(C)(CNC(=O)c1cc([N+](=O)[O-])ccc1N1CCC(Cc2ccccc2)CC1)N1CCOCC1 was read as M1 PAM 5, V1R ag counter -1.2, TAAR1 agonist 0, OXTR potentiator -2, OXTR ag -2.6, CHO parental Ca -29, TAAR1 antagonist 3, CHRM1 antagonist -9 and CHRM1 agonist -4.
